# APP 5'UTR act – activates APP 5'UTR luciferase reporter; AID 1276; SH-SY5Y APP 5'UTR luciferase reporter, luminescence; zero percent = DMSO vehicle wells; 1% of 190,000 active; activation, % at 2 µM;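 active = activation above a set limit, based on mean plus 3 SD of controls, cut at about 140% in these data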; note: values of inactives mirror those of a sister screen read the other way
# FLuc stim CS – firefly luciferase counter-screen for stimulation assays; P08659; ATPlite luciferase biochemical, luminescence, 10 min; 0 = ATP-free wells, 1 = DMSO control; activation factor at 10 µM; 200,000 tested, under 10 active; AID 1027;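 active = luciferase activation factor, scaled between plate controls, of at least 2 with compound at 10 µM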
# Target sequence (P08659 whole entry, looked up): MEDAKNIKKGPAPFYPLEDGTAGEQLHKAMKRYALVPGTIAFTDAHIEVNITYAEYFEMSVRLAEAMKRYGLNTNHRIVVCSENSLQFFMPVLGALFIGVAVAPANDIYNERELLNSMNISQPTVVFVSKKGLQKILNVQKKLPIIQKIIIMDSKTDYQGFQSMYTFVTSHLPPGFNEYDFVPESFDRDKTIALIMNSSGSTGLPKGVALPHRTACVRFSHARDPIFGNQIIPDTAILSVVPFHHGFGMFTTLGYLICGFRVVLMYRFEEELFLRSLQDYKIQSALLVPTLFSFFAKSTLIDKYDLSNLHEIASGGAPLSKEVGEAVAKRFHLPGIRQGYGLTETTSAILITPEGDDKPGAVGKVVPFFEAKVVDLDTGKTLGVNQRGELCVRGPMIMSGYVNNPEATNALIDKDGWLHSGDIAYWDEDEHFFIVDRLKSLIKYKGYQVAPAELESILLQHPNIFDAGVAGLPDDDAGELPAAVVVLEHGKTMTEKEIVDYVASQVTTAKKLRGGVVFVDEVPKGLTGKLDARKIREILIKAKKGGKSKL
#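 Assay system: Luciferase/luciferin reagent mix; Medium: PBS as buffer for the ATP substrate; Dosing: test compounds dosed from 2 mM stocks in 100% DMSO; Times: 10 min, room temperature; Signal: luminescence from luciferase reaction; Read-out: luciferase activation; Controls: No-ATP low control, compound-free enzyme-plus-ATP high control.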
# STAT1 act – activators of IFN-gamma induced STAT1 signaling | NIH 3T3 STAT1-luciferase reporter, luminescence; 100% = IFN-gamma alone, no compound | activation (% of control), % at 5.5 µM | 2.6% of 200,000 active;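 active = activation above the screen-wide mean activation plus 3 SD, cut at about 130% in these data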;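 note: raw ratio to IFN-gamma control signal so 100% means no change and 0% no light; values of inactives mirror those of a sister screen read the other way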
# STAT3 act – activators of IL-6 induced STAT3 signaling | 0.91% of 190,000 active | U3A cells, IL-6 STAT3-luciferase reporter, luminescence; 100% = signal with IL-6 EC80 alone | activation (% of control), % at 5.6 µM;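 active = activation above the screen-wide mean of compound activation plus 3 SD, cut at about 130% in these data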;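 note: 0% = background luminescence of wells with medium and substrate only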
#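 System – human U3A cells carrying STAT3-luciferase construct · Probe or stimulus – Interleukin-6, 33 ng/mL · Schedule – compound 1 h, then IL-6 6 h at 37 °C · Signal – luminescence from STAT3-driven luciferase reporter · Evaluation – percent of IL-6-only median luminescence · Benchmarks – IL-6-only high control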
# NF-kB expr up – NF-kB expression increase, human neuronal cells. 1.6% of 190,000 active. NF-kB reporter expression; stronger effect = higher value. fold change at 12.5 µM; in the data active = fold change above about 3.3
# STAT1 blocker – inhibitors of IFN-gamma induced STAT1 signaling; NIH 3T3 STAT1-luciferase reporter, luminescence; 0.35% of 200,000 active; inhibition, % at 5.5 µM;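 active = inhibition above a set limit, the mean inhibition across all tested compounds plus 3 SD, cut at about 34% in these data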;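 note: 0% = IFN-gamma with DMSO and 100% = IFN-gamma with 300 µM nifuroxazide; values of inactives mirror those of a sister screen read the other way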
# ROMK mod – modulates human ROMK potassium channel activity; P48048; Tet-inducible ROMK, thallium flux fluorescence; actives lie on both sides; B-score at 10 µM; 2% of 130,000 active;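 active = signal ratio slope over the read window, or its plate-corrected B-score, at least 3 SD from the plate mean, either direction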;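 note: B-score of the F/F0 ratio slope over 7 to 12 s after thallium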
# Target sequence (P48048 whole entry, looked up): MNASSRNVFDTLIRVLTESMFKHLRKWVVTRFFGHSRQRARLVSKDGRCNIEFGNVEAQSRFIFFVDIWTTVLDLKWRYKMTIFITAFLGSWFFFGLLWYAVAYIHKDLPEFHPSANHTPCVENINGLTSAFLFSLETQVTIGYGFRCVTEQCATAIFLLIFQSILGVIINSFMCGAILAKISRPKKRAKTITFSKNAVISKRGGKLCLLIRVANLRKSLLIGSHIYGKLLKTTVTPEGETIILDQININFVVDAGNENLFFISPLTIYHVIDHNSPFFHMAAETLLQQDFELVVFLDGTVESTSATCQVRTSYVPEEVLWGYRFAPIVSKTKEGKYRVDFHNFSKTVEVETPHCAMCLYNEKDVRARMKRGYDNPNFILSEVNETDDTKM
# FLuc inhib CS – Photinus pyralis luciferase inhibition counter-screen. 1.5% of 200,000 active. inhibition, % at 10 µM. ATPLite firefly luciferase biochemical luminescence, 10 min. P08659;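 active = inhibition above about 50% when tested at 10 µM, limit read from the data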
# APP 5UTR inh – APP translation inhibition; 0.82% of 190,000 active; AID 1285; SH-SY5Y APP 5'UTR-luciferase reporter, luminescence; inhibition, % at 2 µM;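 active = inhibition above a set limit, derived from the sample mean plus 3 SD, cut at about 45% in these data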; note: values of inactives mirror those of a sister screen read the other way
# STAT3 inh – STAT3 signaling inhibition; U3A cells, IL-6 STAT3-luciferase reporter, luminescence; host cell line lacks STAT1; inhibition, % at 5.5 µM; 0.89% of 190,000 active; AID 862;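 active = inhibition above the mean inhibition across all screened compounds plus 3 SD, cut at about 44% in these data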;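 note: 0% = DMSO only wells and 100% = 100 µM nifuroxazide control wells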
# * marks the source's active call; other numbers are inactive results; x = not tested or not shown; & = joins results of further samples.
Compound,APP 5'UTR act,FLuc stim CS,STAT1 act,STAT3 act,NF-kB expr up,STAT1 blocker,ROMK mod,FLuc inhib CS,APP 5UTR inh,STAT3 inh
COc1ccc(NC(=O)CCC(=O)Nc2nnc(C(F)(F)F)s2)c(OC)c1,8,1,100,96,1.2,0,x,-2,-8,8
COc1ccc(CC(=O)OC(C)CN2CCCCC2)cc1 (configuration not stated),-4,1.1,105,92,1.3,-7,0.18,-7,4,14
O=C(NCCNC1CCC(c2ccccc2)CC1)c1cccs1 (configuration not stated),9,1,99,103,0.79,1,-1.4,-3,-9,2
Oc1cccc(C2c3[nH]c4ccccc4c3CCN2Cc2ccoc2)c1 (configuration not stated),7,1.1,90,138*,1.2,8,0.92,-6,-7,-40
CC(=O)c1ccc(NC(=O)NCc2ccc(F)cc2)cc1,12,1,107,94,1.1,-7,0.9,-3,-12,15
C[C@]1(C(=O)NCCCNc2ncc(C(F)(F)F)cc2Cl)C=C[C@@H](Cc2ccccc2)N1C(=O)c1ccccc1,5,1,94,107,0.83,6,-1.5,2,-5,-11
COc1ccc(S(=O)(=O)NCCN2CCOCC2)c2ccccc12,8,1.1,95,102,1.1,5,-0.32,-5,-8,6
CCOc1ccc(CN2CCN(S(=O)(=O)c3ccc(NC(C)=O)cc3)CC2)cc1OC,-7,1.1,90,87,1.1,11,0.1,-7,7,19
Cc1ccc(-c2cc3nn(-c4ccccc4)c(N)c3c(=O)o2)cc1,17,0.9,111,87,1.8,-12,x,12,-17,20
COc1ccc(C(=O)CC2OC(=O)c3c2ccc(OC)c3OC)cc1 (configuration not stated),-5,1,98,100,1.1,3,-0.053,-4,5,7
O=C(c1ccccc1)N(Cc1ccc(F)cc1)C1CCS(=O)(=O)C1 (configuration not stated),x,1,101,104,0.96,-1,x,-4,x,1
C=CCN(c1ccccc1)S(=O)(=O)c1cccc(C(=O)OCC(=O)NC2CC2)c1,13,1,111,85,1,-14,-0.62,0,-12,26
CCSc1nnc(NC(=O)CSc2nc(CC)nc3c2c(=O)n(C)c(=O)n3C)s1,-10,1,94,98,1.2,7,x,1,10,7
COCCNS(=O)(=O)c1cc(OC)ccc1OC,-18,1,105,103,1.1,-6,1.1,-3,18,6
COC(=O)c1sccc1-c1ccc(/C=N/OC(=O)c2ccccc2)o1,-14,1,102,93,1,-3,x,-3,14,10
Cc1ccccc1OCCCc1c(C)n[nH]c1C,9,1,99,94,1.1,-1,0.097,-3,-9,15
COc1ccccc1N(C)S(=O)(=O)c1ccc(C(=O)Nc2nc(C)cs2)cc1,-5,1,96,97,0.78,3,-0.75,-2,5,6
C=CCN1CCN(C(c2ccc(OC)c(OC)c2)c2nnnn2C(C)(C)C)CC1 (configuration not stated),0,1,91,110,1.3,11,x,1,0,-5
CCC(Sc1nc(=O)cc(N)n1CCc1ccccc1)C(=O)Nc1cc(C)on1 (configuration not stated),-2,1,109,97,1.3,-10,x,-2,2,9
COc1cc(OC)c(C2CC(=O)N3CN(C)CSC3=C2C#N)cc1OC (configuration not stated),16,1,100,107,1.2,0,x,2,-16,1
COC(=O)CN(c1c(C)cccc1C)S(C)(=O)=O,-32,1.1,92,73,1,10,x,-9,32,37
O=C(c1cc(S(=O)(=O)N2CCOCC2)ccc1Cl)N1CCN(c2ccccn2)CC1,8,1,96,98,1.2,4,1.1,-3,-8,4
C=CCN(C(=O)Cn1nnc2ccccc21)C(C(=O)NCCOC)c1ccc(OC)cc1OC (configuration not stated),-7,1,113,100,1.3,-15,x,-1,7,5
C=CCOc1c2ccc(C(=O)NCc3ccc(C)cc3)cc2nn1C,-3,1,80,100,0.89,22,0.6,2,3,7
COC(=O)c1ccc(NC(=S)NC2CC2)cc1,-2,1,100,91,1.3,-2,0.91,-2,2,17
COc1ccc(C2CC(c3ccc(OC)cc3)n3nc(NC(=O)c4ccco4)nc3N2)cc1 (configuration not stated),-9,1,104,97,0.96,-4,x,-4,9,10
COc1ccc(NC(=O)CN2CCC(C(N)=O)CC2)cc1,-5,1.1,100,101,1.2,0,0.36,-6,5,3
O=S(=O)(c1ccc(N2CCN(S(=O)(=O)c3ccc4c(c3)OCCO4)CC2)nc1)N1CCCC1,-8&5,x,89,108,1,12,-0.16&-0.4,x,8&-5,-6
COc1ccc(CNC(=O)Cn2nc(Cc3cccnc3)c3ccccc3c2=O)cc1,-10,1.1,101,106,1.1,-1,x,-6,10,2
O=C(NC(=S)NCCCN1CCOCC1)c1ccc([N+](=O)[O-])cc1,3,1.1,104,109,0.9,-4,-0.29,-7,-3,-8
S=C(N/N=C/c1ccc2ncccc2c1)Nc1cccnc1,7,0.7,64,44,0.51,39*,-0.062,32,-7,68*
CCCN(CCC)Cc1cc2ccccc2c2c1COC2,21,1.1,92,104,0.93,8,x,-8,-21,-1
COc1cc(NC(=S)N2CCC(C(N)=O)CC2)cc(OC)c1,0,1.1,98,99,1.1,2,x,-6,0,4
Cc1cccc(CCNS(=O)(=O)c2ccc(S(=O)(=O)N3CCCCC3)cc2)c1,7,1,96,96,0.96,4,x,-3,-7,6
Cc1ccc(NC(=O)c2ccc(CSc3ccccn3)cc2)cc1,31,1,113,110,1.8,-14,x,3,-31,-11
CCCC(=O)NC(=S)Nc1cccc(NC(=O)c2ccccc2Cl)c1,-15,1,100,95,0.92,0,1.2,-2,15,4

# A different layout for 4 compounds above.
> O=C(NC(=S)NCCCN1CCOCC1)c1ccc([N+](=O)[O-])cc1
- APP 5'UTR act = 3
- FLuc stim CS = 1.1
- STAT1 act = 104
- STAT3 act = 109
- NF-kB expr up = 0.9
- STAT1 blocker = -4
- ROMK mod = -0.29
- FLuc inhib CS = -7
- APP 5UTR inh = -3
- STAT3 inh = -8
> S=C(N/N=C/c1ccc2ncccc2c1)Nc1cccnc1
- APP 5'UTR act = 7
- FLuc stim CS = 0.7
- STAT1 act = 64
- STAT3 act = 44
- NF-kB expr up = 0.51
- STAT1 blocker = 39*
- ROMK mod = -0.062
- FLuc inhib CS = 32
- APP 5UTR inh = -7
- STAT3 inh = 68*
> CCCN(CCC)Cc1cc2ccccc2c2c1COC2
- APP 5'UTR act = 21
- FLuc stim CS = 1.1
- STAT1 act = 92
- STAT3 act = 104
- NF-kB expr up = 0.93
- STAT1 blocker = 8
- ROMK mod = x
- FLuc inhib CS = -8
- APP 5UTR inh = -21
- STAT3 inh = -1
> COc1cc(NC(=S)N2CCC(C(N)=O)CC2)cc(OC)c1
- APP 5'UTR act = 0
- FLuc stim CS = 1.1
- STAT1 act = 98
- STAT3 act = 99
- NF-kB expr up = 1.1
- STAT1 blocker = 2
- ROMK mod = x
- FLuc inhib CS = -6
- APP 5UTR inh = 0
- STAT3 inh = 4

# Other compounds
Compound,APP 5'UTR act,FLuc stim CS,STAT1 act,STAT3 act,NF-kB expr up,STAT1 blocker,ROMK mod,FLuc inhib CS,APP 5UTR inh,STAT3 inh
CCc1nc(Nc2ccccc2)c2oc3ccccc3c2n1,-12,1.1,104,92,0.65,-4,x,-10,12,20
Oc1ccc(Cl)cc1-c1cc(C(F)(F)C(F)F)nc(-c2ccccc2)n1,17,1,105,103,1.2,-5,1.2,1,-17,-7
CCOC(=O)c1c(-c2ccccc2)csc1NC(=O)C(C)NCCCN1CCOCC1 (configuration not stated),6,1.1,97,103,1,3,-2.2,-8,-6,2
Cc1ccc2cc3cc(C(=O)NCCCN4CCCCCC4)oc3nc2c1,5,1,92,101,0.9,9,x,-5,-5,3
C=CCNc1cc(C)oc(=O)c1C(=O)CCC,9,1,97,110,1.1,4,-0.049,-5,-9,-5
CN(C)c1ccc(C(C#N)c2ccc(Cl)cc2)nn1 (configuration not stated),-7,1.1,99,90,1.2,0,-0.47,-5,7,14
CCOC(=O)c1c(C)oc2c1C(=O)c1ccccc1C2=O,6,1,112,129,x,-13,0.033,0,-6,-26
C=CCNC(=O)NC(=O)COC(=O)CCCSc1nc2ccccc2[nH]1,-5,1.1,98,98,1.4,2,1.4,-10,5,6
CCC(C)NC(=O)N[C@@H](CCSC)C(=O)O (some centres not stated),0,1.1,88,97,1.1,14,x,-6,0,6
CC(=O)c1ccc(N2CCN(CC(=O)N(CC(C)C)c3c(N)n(CC(C)C)c(=O)[nH]c3=O)CC2)cc1,-2,1.1,102,104,0.97,-4,1.6,-7,2,0
O=c1nc2n(c3ccc([N+](=O)[O-])cc13)CCCCC2,-4,1.1,100,99,1,-1,-0.052,-6,4,3
Cc1cc(C(F)(F)F)n(-c2nc(C(=O)NNS(=O)(=O)c3ccccc3)cs2)n1,-7,1,95,104,1.1,3,-0.4,-4,8,-4
CCOc1ccccc1N1CCN(C(=O)c2ccncc2)CC1,3,1.1,92,101,1.1,9,x,-12,-3,5
NC(=O)C1CCN(c2ccc(S(=O)(=O)N3CCC(Cc4ccccc4)CC3)cn2)CC1,-5,1,81,48,0.89,20,-0.14,-5,5,64*
CC1=NN(C(=O)COc2ccccc2)C(O)(c2cccnc2)C1 (configuration not stated),18,1.1,102,107,1.7,-4,0.16,-8,-18,-6
COc1ccc(NC(=O)c2cc(S(=O)(=O)N3CCOCC3)cs2)cc1,-12,1.1,95,104,0.93,6,0.023,-6,12,2
O=C(NCc1ccc2c(c1)OCO2)c1ccccc1,6,1,101,94,1.2,-1,x,-2,-6,8
CCOC(=O)C1CCN(C(=O)CCn2c(=O)[nH]c3ccccc3c2=O)CC1,0,1,93,99,0.95,8,-0.31,-2,0,5
Cc1ccc(CC(=O)Nc2ccncc2)cc1,-11,1,73,62,0.91,29,-0.83,3,11,46*
Cc1cc(/C=N/NC(N)=O)c(C)n1C1CCCCC1,5,1,96,111,1.4,5,3.2*,-4,-5,-2
CCN(CC)CCNC(=O)c1ccc(NC(C)=O)cc1,-13,1,94,97,1.2,6,-1.3,4,14,6
CC(/C(O)=C(\C#N)c1nc2ccccc2n1C)N1C(=O)c2ccccc2C1=O (configuration not stated),16,1,103,95,1.2,-4,0.00022,-1,-16,9
O=C(O)c1ccc2oc(SCC(=O)N3CCCCC3)nc2c1,51,1,137*,120,1.8,-40,0.22,1,-51,-20
COc1ccc(-c2csc(Nc3ncccc3C)n2)cc1OC,31,1,141*,90,1,-46,-0.081,-4,-31,12
CCCc1nc(SCC(=O)Nc2nnc(CC)s2)c2c(C)c(C)sc2n1,1,1,92,98,1.1,9,x,-2,-1,5
O=C1CC(c2ccccc2)CC(O)=C1C=NCc1ccccc1Cl (configuration not stated),-61,1.1,112,100,0.95,-13,x,-6,61*,5
Cc1ccnc(SCC(=O)O)n1,-11,1,100,93,1.2,-1,0.89,-2,11,15
Cc1nc2ccc(S(=O)(=O)NCC(=O)Nc3cccc(F)c3)cc2s1,23,1,97,98,1.2,2,-0.032,-1,-23,6
CCOC(=O)c1c(C)[nH]c(C(=O)COC(=O)COc2ccccc2C=O)c1C,-6,1,99,94,1.2,2,0.89,-4,6,10
CC(C)Nc1nnc(SCC(=O)/C=C2\N(C)c3ccccc3C2(C)C)s1,17,1,95,106,0.7,5,x,-2,-18,-4
O=C(O)c1ccc(NS(=O)(=O)c2cccc3nsnc23)cc1,11,1,103,105,1.1,-3,x,-1,-11,5
O=C(O)C1CCCN(S(=O)(=O)c2ccc(F)cc2)C1 (configuration not stated),-10,1,94,95,1,8,x,-2,10,12
O=S(=O)(N1CCOCC1)N1CCCN(S(=O)(=O)N2CCOCC2)CC1,4,1,101,99,1,-1,x,-4,-4,6

# Source: PubChem (several laboratories)
